HTR5A ag ctr: HTR5A agonism, opioid heterodimer counter-screen; P47898; HTR5A agonist assay, luminescence, cell-based; activation, % at 9.3 µM; 340,000 compounds, 0.61% hits; AID 504692; in the data active means activation mostly above about 9.5%, no sharp cut-off; inactive means mostly below about 7.6%;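 further: 0% = cells with vehicle only and 100% = reference agonist; strong numbers were not always called active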
Target sequence (P47898 whole entry, looked up): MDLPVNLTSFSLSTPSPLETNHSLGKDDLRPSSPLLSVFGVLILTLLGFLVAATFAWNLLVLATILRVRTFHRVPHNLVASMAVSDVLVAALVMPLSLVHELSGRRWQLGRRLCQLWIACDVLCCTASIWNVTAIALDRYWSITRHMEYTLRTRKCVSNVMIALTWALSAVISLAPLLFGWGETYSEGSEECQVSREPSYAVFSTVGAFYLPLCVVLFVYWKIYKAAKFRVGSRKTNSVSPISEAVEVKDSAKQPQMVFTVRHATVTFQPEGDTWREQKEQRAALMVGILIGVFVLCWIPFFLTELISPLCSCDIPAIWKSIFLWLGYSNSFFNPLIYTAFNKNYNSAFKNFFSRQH
Mot1-301 SUMO: blocks SUMOylation pathway, rescuing yeast Mot1-301 growth | S. cerevisiae Mot1-301 growth rescue, ATP luminescence, 38.5C; percent above DMSO median, 100 means doubled | growth rescue, % at 18.8 µM | 320,000 compounds, 1% hits;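 active means every valid replicate shows activation above 250% relative to neutral control wells; inactive means the rest, any valid replicate at or below 250%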;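 further: OY570 slx delta 5 strain wells were the positive control but not used for scaling; some compounds called inactive have numbers as strong as hits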
Ecoli viability: bacterial growth inhibition, counter-screen for AddAB inhibitors. E. coli V3065 growth, OD600 absorbance, 18 h. inhibition, % at 11.9 µM. 330,000 compounds, 0.27% hits;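 active means inhibition above the campaign's mean inhibition across all tested compounds plus 3 SD, cut at about 9.9% in these data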;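 further: uninfected addAB+ strain grown without phage in ampicillin broth; 0% = DMSO wells and 100% = ciprofloxacin 0.95 µg/ml wells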
PKA-R1A activ: activates the PKA-R1A holoenzyme complex; P00514+P68181; PKA-R1A dissociation, Cy5-IP20 fluorescence polarization; scaled: DMSO 0%, 113 µM cGMP 100%; activation, % at 11.4 µM; 340,000 compounds, 0.083% hits; AID 504707;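 active means percent activation above the mean of all tested compounds plus 3 SD, cut at about 19% in these data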;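 further: higher means more PKAc released from R1A so a rise in polarization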
AddAB inh: less growth of phage-infected E. coli with AddAB | E. coli expressing H. pylori AddAB, absorbance growth | inhibition, % at 11.9 µM | 330,000 compounds, 0.29% hits | AID 435030; in the data active means inhibition above about 12%;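 further: 0% = vehicle wells of infected cells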
HTR5A inv ag: inverse agonist of human HTR5A in OPRM1-OPRD1 counter-screen; HTR5A cell line, luminescence, inverse agonism; inhibition, % at 9.3 µM; 340,000 compounds, 0.083% hits; P47898; AID 504634; in the data active means inhibition mostly above about 23%, no sharp cut-off; inactive means mostly below about 18%;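 further: 0% = cells with DMSO and 100% = no-cell wells with DMSO; some compounds called inactive have numbers as strong as hits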
phage Ecoli inh: E. coli growth loss with phage present | inhibition, % at 11.9 µM | 360,000 compounds, 0.26% hits | growth absorbance; in the data active means inhibition above about 11%
DAGLB inhibitor: diacylglycerol lipase beta (human) inhibition; HEK293T DAGLB membrane lysate, EnzChek fluorogenic substrate; AID 504411; 340,000 compounds, 0.059% hits; inhibition, % at 5.17 µM; in the data active means inhibition above about 34%;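 further: 0% = enzyme with vehicle and 100% = wells lacking enzyme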
PKA-R2B activ: PKA-R2B complex activation. P22694+P31323. PKA-R2B holoenzyme dissociation, Cy5-IP20 fluorescence polarization; R2B truncated from residue 108, S112A mutant; 0% DMSO only, 100% 113 µM cGMP. activation, % at 11.4 µM. 340,000 compounds, 0.079% hits. AID 504700;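 active means activation above a cutoff set at the mean over all compounds plus 3 SD, cut at about 18% in these data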;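 further: higher means more holoenzyme dissociation and a rise in polarization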
Target sequence (P31323 whole entry, looked up, other chains not shown, the tested form may be a part): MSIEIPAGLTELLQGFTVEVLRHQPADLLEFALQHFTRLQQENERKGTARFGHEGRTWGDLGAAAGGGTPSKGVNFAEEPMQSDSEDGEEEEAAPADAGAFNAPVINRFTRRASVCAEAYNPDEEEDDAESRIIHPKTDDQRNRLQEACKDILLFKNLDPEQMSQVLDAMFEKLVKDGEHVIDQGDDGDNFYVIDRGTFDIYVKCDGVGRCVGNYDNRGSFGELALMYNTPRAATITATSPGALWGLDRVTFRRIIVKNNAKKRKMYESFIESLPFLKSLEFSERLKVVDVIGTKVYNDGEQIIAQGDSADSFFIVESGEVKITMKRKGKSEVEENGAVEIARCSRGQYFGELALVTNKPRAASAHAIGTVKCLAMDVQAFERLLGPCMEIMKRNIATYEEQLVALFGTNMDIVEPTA
Tat export inh: blocks Tat-dependent protein export in E. coli; E. coli MC4100 TorA-mCherry Tat export, fluorescence; inhibition, % at 10 µM; 340,000 compounds, 0.036% hits; AID 488895;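 active means mean replicate inhibition at least 50% and at least half of replicates individually reaching 50%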;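 further: exported cargo escapes ClpAP degradation while cytoplasmic cargo is degraded and loses fluorescence; 0% = median of neutral control wells and 100% = median of NaSCN control wells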
CDK5 p35 inh: blocks human CDK5/p35 kinase activity; inhibition, % at 10 µM; AID 488839; Recombinant CDK5/p35, ADP-Glo luminescence, 60 min; Q00535+Q15078; 330,000 compounds, 0.01% hits;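 active means highest replicate inhibition of at least 50% and at least 75% of replicates reaching 50%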;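 further: plate controls were DMSO neutral control for no effect and GW8510 at 10 µM for full effect; many of its hits are not listed in these tables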
Active calls of the source: *; x = not tested or not shown.

no.	SMILES	Mot1-301 SUMO	HTR5A inv ag	Tat export inh	PKA-R2B activ	PKA-R1A activ	AddAB inh	HTR5A ag ctr	CDK5 p35 inh	phage Ecoli inh	Ecoli viability	DAGLB inhibitor
1	CN(C)c1ccc(N=Nc2nc3ccccc3n2C)cc1	-86	39	-4	8	-7	0.2	-10	10	5.0	1.3	36*
2	COc1ccc(C(=O)NCC(=O)N=Nc2c(O)n(Cc3ccccc3)c3ccccc23)cc1OC	-5	0	8	-10	0	-2.4	-1	-1.7	5.3	-3.0	4
3	Cc1ccc(O)c(N=NC2=C(O)CC(C)(C)CC2=O)c1	8	18	-3	-1	-13	1.0	-7	-1.0	-1.2	-9.7	8
4	COc1ccc(Nc2nc3ccccc3nc2NS(=O)(=O)c2ccc(NC(C)=O)cc2)cc1	-6	2	0	-1	-8	1.3	0	0.4	0.8	1.6	7
5	Cc1nc2cnccc2n1C	-16	6	9	-7	-6	1.7	2	-12	4.3	0.4	1
6	CCOC(=O)Nc1oc2ccccc2c(=O)c1CN1CCOCC1	7	-9	-4	11	-8	3.8	-6	-1.8	0.7	0.8	-1
7	O=c1[nH]c(SCc2cccc(Cl)c2)nc2c1CCCC2	113	-33	2	-4	-4	2.7	1	0.7	3.8	-0.2	-3
8	O=c1[nH]c(C2CCCN(S(=O)(=O)c3ccccc3F)C2)nc2c1nnn2Cc1ccccc1Cl (stereo unspecified)	1	0	12	1	-3	2.4	0	-5.1	0.6	-0.8	6
9	Cc1ccc(C(=O)N2CCC(C(=O)c3ccc(F)cc3)CC2)cc1	x	-1	-1	-7	-15	x	-1	-2.2	-2.2	x	-3
10	Cc1cc(NC(=O)c2ccccc2NS(=O)(=O)c2c(C)c(C)cc(C)c2C)no1	-2	0	-2	0	2	-0.6	-6	-1.2	-0.3	-2.9	8
11	Cc1sc(NC(=O)C2C3CCC(O3)C2C(=O)O)nc1-c1ccc(CC(C)C)cc1 (stereo unspecified)	1	-3	6	-9	-7	1.7	1	-0.6	-1.0	1.4	-1
12	Cc1ccc(N/C(C(Cl)=C(Cl)Cl)=C(/Cl)[N+](=O)[O-])c(C)c1	x	-2	-2	-4	-3	x	-3	-2.2	-1.6	x	7
13	CC(C)C(=O)Nc1cccc(-c2cn3ccccc3n2)c1	260	-6	2	-11	9	3.4	0	-0.2	0.1	4.6	0
14	CN1C(=S)SC(C)(C)C1/[N+]([O-])=C/c1cccnc1 (stereo unspecified)	238	-1	1	-1	-5	0.5	-4	0.6	0.9	-5.9	-1
15	CC(=O)c1ccc(CCCc2ccc(C(C)=O)cc2)cc1	x	-5	10	6	-8	x	1	-1.2	3.2	x	-6
16	Cc1cc(-c2ccc(C(C)C)c(S(=O)(=O)N3CC(=O)Nc4ccccc43)c2)on1	581*	-1	16	-5	0	2.8	0	1.7	-1.6	-0.4	4
17	CC(Oc1ccc(Cl)cc1)c1ccc(C#N)c(=O)[nH]1 (stereo unspecified)	14	-3	7	9	0	-2.1	1	-0.2	4.0	-1.1	2
18	Cc1c(C(=O)N(C)C(C)c2ccccn2)oc2c(F)cccc12 (stereo unspecified)	-8	-5	-6	-7	1	0.4	3	-2.3	1.4	1.1	-9
19	CCOC(=O)N1CCN(C(=O)Cc2cccs2)CC1	-17	9	1	-2	-2	2.2	-3	1.0	2.2	2.7	0
20	Cc1ccc(NC(=O)CSc2nc(=O)n(CCN3CCOCC3)c3c2CCCC3)cc1	-9	6	0	-9	5	-0.3	-2	0.9	2.4	0.3	-1
21	COC(=O)c1cc(OC)c(OC)cc1NC(=O)CC1CCCCC1	465	4	5	-4	7	3.0	2	-0.7	-0.2	3.9	-3
22	Cc1cccc(NS(=O)(=O)c2cccs2)c1	84	-8	-13	1	3	1.1	0	-1.2	0.6	-1.1	0
23	N#Cc1c(-c2cccnc2)c2c([nH]c1=S)CCCC2	-10	-2	0	-8	-5	2.3	-2	4.3	-0.9	0.6	1
24	CS(=O)(=O)c1ccc(-n2c(=O)n(Cc3ccccc3)c(=O)c3[nH]cnc32)cc1	-13	-19	0	-8	-5	1.2	5	-1.3	1.3	1.4	2
25	O=c1[nH][nH]c(-c2ccccc2)c1C=Nc1ccccc1Cl	2	-10	4	-2	7	1.4	-1	-3.0	0.9	-1.2	2
26	COc1cc(/C=N\NC(=O)c2ccc(-c3ccccc3)cc2)cc(Br)c1O	-3	7	-3	-13	-9	2.3	-3	-0.9	2.0	0.7	-4
27	CC(=O)c1ccc(S(=O)(=O)NCCC(=O)OCC(=O)N(Cc2ccccc2)C(C)(C)C)cc1	5	1	3	-1	-9	-0.6	0	1.7	-1.2	-1.2	-4
28	CCc1nnc(NC(=O)c2cc(S(=O)(=O)N(CC)CC)ccc2Cl)s1	4	14	-6	-3	8	1.9	6	-0.6	0.7	-0.4	0
29	Cc1cccc(NC(=S)Nc2cccc3ccccc23)c1	-12	-14	-1	-2	-8	2.0	2	0.9	0.7	0.3	1
30	CC(=O)c1c(C)[nH]c(C(=O)COC(=O)c2nccnc2N)c1C	0	11	7	0	3	1.1	-4	-0.1	3.4	0.7	-2
31	Cc1ccc(CN2CCNC(=O)C2CC(=O)NCc2cc(C)n(C)n2)cc1 (stereo unspecified)	-12	24	14	-1	-6	0.6	3	-0.6	1.7	0.0	2
32	CCOc1ccc(-c2cccc(NS(=O)(=O)c3ccc([N+](=O)[O-])cc3)c2)nn1	2	2	1	2	2	1.1	-1	2.1	3.8	1.1	4
33	CS(=O)(=O)N(CC(=O)NCc1cccnc1)C1CCCCC1	6	5	1	-7	-8	1.6	-3	0.4	3.2	-1.0	-3
34	COc1ccc(NC(=O)c2ccco2)cc1NC(=O)c1c(OC)cccc1OC	112	-20	-3	3	0	3.9	7	-2.3	-0.8	-0.8	1
35	NCCCCCNC(=O)c1[nH]cnc1C(=O)N[C@@H](Cc1ccccc1)C(=O)OCc1ccccc1	-19	-5	8	-8	3	-2.7	-1	-0.9	2.4	-2.3	-1
36	O=C1c2cccnc2C(=O)N1c1ccccc1-c1ccccc1	12	-10	-7	6	5	0.2	-4	-1.4	1.1	-0.7	0
37	COc1ccc(OCC(=O)N/N=C2/C=C(C)CC2)cc1	4	-3	3	-4	-11	-0.7	2	0.5	-0.5	0.0	-2
38	Cc1cccc(/C=N/NC(=O)CC(=O)NCCc2ccccc2)c1	-7	-10	3	11	4	-1.1	-2	-0.1	-0.5	-1.4	-1
39	Cn1c(SCc2ccccc2)nccc1=O	x	0	3	-7	-2	x	0	-0.7	2.8	x	1
40	Cc1cc([N+](=O)[O-])ccc1NC(=S)NC1CCCC1	4	10	1	15	-4	2.8	-4	-3.4	3.4	1.9	1
41	Cc1ccc(OCCC(=O)OCc2csc(CC(=O)Nc3ccccc3C)n2)cc1	10	8	8	-8	2	4.3	-2	-1.7	-0.2	2.6	-6
42	CCc1c(C)nc2ncnn2c1N1CCCC(C(=O)NCc2ccco2)C1 (stereo unspecified)	19	-17	-5	1	-7	1.3	2	-0.4	1.3	-0.2	1
43	CCn1cc(C(=O)NCC(OC)OC)c(=O)c2cc(S(=O)(=O)N(C)C3CCCCC3)ccc21	13	11	0	3	18	-1.3	-2	0.4	2.4	-0.4	-2
44	COc1ccc(/C=N/NC(=O)c2ccccc2Cl)cc1CSc1nc2ccccc2s1	-9	-9	1	-3	-3	-1.0	0	5.7	0.3	-0.1	-1
45	CCOC(=O)C1C(c2cc(OC)c(OC)c(OC)c2)NC(=S)NC1(O)C(F)(F)F (stereo unspecified)	6	-23	-9	-11	3	1.2	-2	-0.8	-1.1	-1.7	-3
46	CC(C)(C)C(=O)O/N=C1\CCS(=O)(=O)c2sccc21	x	2	1	2	-4	2.7	-1	1.2	0.9	0.9	0
47	Cc1[nH]nc(-c2ccc(OCc3cnn(-c4ccccc4)c3)cc2O)c1Oc1ccc(F)cc1	183	-6	-5	0	5	1.9	6	-0.6	2.9	-1.2	-7
48	Cc1cc(C)cc(N(CCC(=O)Nc2nnc(C3CC3)s2)S(=O)(=O)c2ccc(Cl)cc2)c1	-10	-8	-2	-15	8	1.2	1	-0.6	2.4	-0.3	-5
49	Nc1ccccc1NC1=CC(=O)CC(c2ccco2)C1 (stereo unspecified)	-5	-2	8	-8	-4	-1.4	3	-1.7	0.7	-0.3	0
50	CC(=O)N1CCN(C(=O)c2cc(-c3ccc(C)o3)nc3ccccc23)CC1	274	-34	4	-3	-1	0.4	14	4.6	1.2	0.6	2
51	Cc1ccc(Cn2cc(CCC(=O)O)c3ccccc32)cc1	-12	10	-11	1	-1	-1.1	-3	2.4	0.9	1.1	3

Whole records as entered above:
COc1ccc(OCC(=O)N/N=C2/C=C(C)CC2)cc1 is listed with Mot1-301 SUMO = 4; HTR5A inv ag = -3; Tat export inh = 3; PKA-R2B activ = -4; PKA-R1A activ = -11; AddAB inh = -0.7; HTR5A ag ctr = 2; CDK5 p35 inh = 0.5; phage Ecoli inh = -0.5; Ecoli viability = 0.0; DAGLB inhibitor = -2
Cn1c(SCc2ccccc2)nccc1=O is listed with Mot1-301 SUMO = x; HTR5A inv ag = 0; Tat export inh = 3; PKA-R2B activ = -7; PKA-R1A activ = -2; AddAB inh = x; HTR5A ag ctr = 0; CDK5 p35 inh = -0.7; phage Ecoli inh = 2.8; Ecoli viability = x; DAGLB inhibitor = 1

Source: PubChem BioAssay
